TDP2 absorb = TDP2 (human) inhibition, absorbance primary screen. 370,000 tested, 0.34% active. inhibition, % at 12.8 µM. O95551. recombinant TDP2, T5PNP hydrolysis, p-nitrophenol absorbance 415 nm;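 active means inhibition above the mean of all tested compounds plus 3 SD, set per campaign, cut at about 25% in these data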;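 further: 0% = DMSO with enzyme and 100% = buffer with substrate but no TDP2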
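System – recombinant human TDP2 · Quantity – TDP2 enzyme at 120 nM final · Doses – single concentration, 12.8 µM nominal, with 1% DMSO · Incubation – 2 h at 37 °C · Measured by – epi absorbance of p-nitrophenol freed from T5PNP by hydrolysis · Read-out – % inhibition relative to enzyme-containing and enzyme-free wells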
UHRF1 MBD2 ctr = human UHRF1 methylated DNA binding inhibitors | UHRF1 binding to methylated oligo, TR-FRET | inhibition, % at 4.4 µM | 370,000 tested, 0.75% active; in the data active means inhibition above about 21%;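 further: UHRF1 SRA domain binding a hemimethylated CpG hairpin DNA probe; 0% = median of test compound wells and 100% = reference inhibitor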
Target sequence (Q96T88 whole entry, looked up, the tested form may be a part): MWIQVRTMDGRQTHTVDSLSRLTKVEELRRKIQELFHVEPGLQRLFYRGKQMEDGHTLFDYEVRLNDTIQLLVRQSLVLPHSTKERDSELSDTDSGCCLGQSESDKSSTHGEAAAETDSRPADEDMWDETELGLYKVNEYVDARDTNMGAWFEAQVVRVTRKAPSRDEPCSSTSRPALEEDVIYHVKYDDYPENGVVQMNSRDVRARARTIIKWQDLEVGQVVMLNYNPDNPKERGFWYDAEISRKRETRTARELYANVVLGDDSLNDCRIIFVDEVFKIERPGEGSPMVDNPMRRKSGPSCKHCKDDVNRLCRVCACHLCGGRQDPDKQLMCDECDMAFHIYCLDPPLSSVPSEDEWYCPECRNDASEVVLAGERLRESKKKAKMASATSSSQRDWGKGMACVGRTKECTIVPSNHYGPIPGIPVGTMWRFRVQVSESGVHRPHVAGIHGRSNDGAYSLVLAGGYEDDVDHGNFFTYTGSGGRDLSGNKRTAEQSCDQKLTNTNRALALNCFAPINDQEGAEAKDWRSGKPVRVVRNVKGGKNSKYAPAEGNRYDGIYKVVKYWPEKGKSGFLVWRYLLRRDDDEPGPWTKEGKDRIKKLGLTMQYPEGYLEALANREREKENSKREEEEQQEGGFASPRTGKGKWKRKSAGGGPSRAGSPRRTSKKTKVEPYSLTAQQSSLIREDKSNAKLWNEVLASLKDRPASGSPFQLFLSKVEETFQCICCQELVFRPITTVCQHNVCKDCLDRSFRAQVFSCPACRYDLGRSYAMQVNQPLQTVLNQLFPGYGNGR
mABHD4 FP = inhibitors of mouse ABHD4 | Q8VD66 | purified mABHD4, FP-Rh probe fluorescence polarization | inhibition, % at 8.92 µM | 370,000 tested, 0.54% active;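 active means inhibition exceeding the mean over every tested compound plus 3 SD, cut at about 30% in these data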;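 further: 0% = plate median of compound wells and 100% = S159A mutant with DMSO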
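Assay system: wild-type mouse ABHD4 protein; compound: single nominal dose of 8.92 µM, 0.89% DMSO final; schedule: 45 min + 60 min at 25 °C; measured by: FP readout, ex 525 nm / em 598 nm; evaluation: % inhibition of FP-Rh probe binding versus controls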
LEDGF integ inh = blocks HIV-1 LEDGF/p75-dependent DNA integration | TR-FRET IN-LEDGF/p75 DNA integration, Eu/Cy5 | inhibition, % at 3.7 µM | 370,000 tested, 0.64% active | AID 743269;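 active means inhibition above the screen-wide mean plus 3 SD, cut at about 13% in these data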;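 further: signal is the Cy5 over europium emission ratio at 671 and 618 nm; 0% = plate median of compound wells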
PG9 binder = binds the HIV-1 gp120 antibody PG9; AID 624416; inhibition, % at 6.7 µM; TR-FRET gp120-PG9 antibody binding; 360,000 tested, 0.43% active; in the data active means inhibition above about 8.5%
TCR-CD3 inh = human TCR-CD3 binding inhibition | 360,000 tested, 0.37% active | inhibition, % at 9.4 µM | TAMRA-labeled TCR probe fluorescence, biochemical; in the data active means inhibition above about 19%;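 further: recombinant mutant TCR 2C K166C tagged with TAMRA read by polarization; 0% = receptor in buffer alone and 100% = receptor with positive control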
PRMT1 inh = PRMT1 (human) inhibition, primary screen; Q99873; recombinant PRMT1, activity-based probe fluorescence polarization; inhibition, % at 2.79 µM; 370,000 tested, 1.3% active;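 active means inhibition above about 21% made by adding two undisclosed values, limit read from the data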
HTRA1 inhibitor = inhibitors of human serine peptidase HTRA1; Q92743; recombinant HTRA1, FP-rhodamine activity-based probe, fluorescence polarization; inhibition, % at 5.96 µM; 340,000 tested, 0.5% active; in the data active means inhibition above about 36%;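 further: 0% = enzyme with DMSO and 100% = wells lacking enzyme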
SIAE inh = inhibitors of human sialic acid acetylesterase SIAE. Q9HAT2. AID 1053197. inhibition, % at 9.66 µM. SIAE FP-Rh probe binding, fluorescence polarization. 370,000 tested, 0.69% active;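 active means inhibition above a cutoff: mean of compounds within the control limits plus 3 SD of those, cut at about 17% in these data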;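 further: 0% = plate median of compound wells and 100% = probe without SIAE protein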
Tn7 DDE FP = DD(E)-Tn7 binding inhibition, primary FP screen; P02675; FP displacement of FITC-Tn7 peptide from fibrin DD(E); 0% = median of compound wells per plate; inhibition, % at 8.3 µM; 370,000 tested, 0.13% active;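 active means inhibition above the mean of compounds falling within the control limits plus 3 SD of them, cut at about 14% in these data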;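 further: 0% = plate median of compound wells and 100% = 10 µM Aha-Tn7 peptide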
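assay system = human clot-derived fibrin DD(E) complex | quantity = Fibrin-DD(E) at 2 µM final | timing = 10 min preincubation, 3 h with tracer, room temperature | signal = fluorescence polarization | measure = percent inhibition | benchmarks = high control wells with 10 µM unlabelled Aha-Tn7 peptide (full inhibition) | replicates = singlicate testing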
* marks the source's active call; other numbers are inactive results; x = not tested or not shown.

SMILES	TDP2 absorb	UHRF1 MBD2 ctr	mABHD4 FP	LEDGF integ inh	PG9 binder	TCR-CD3 inh	PRMT1 inh	HTRA1 inhibitor	SIAE inh	Tn7 DDE FP
O=C1C2CC=CCC2C(=O)N1SC(Cl)(Cl)Cl (stereo unspecified)	-2	4	3	1	2.7	-5	75*	x	-1	1
CC1=CC(=C2C(=O)NC(=O)NC2=O)C=C(C(F)(F)F)N1Cc1ccccc1	-5	0	6	1	-0.3	2	-3	-6	-8	1
O=C(CN1CCOCC1)NCC(=O)Nc1ccc(Br)cc1C(=O)c1ccccc1	-3	2	-3	2	-1.4	2	-2	1	2	9
CC1=C(N2CC2)C(=O)C(CO)=C(N2CC2)C1=O	21	-8	0	8	-28	-5	2	3	-2	3
CCOC(=O)[C@]12Cc3cc(Cl)ccc3[C@H]1N(C1CCCCC1)C(=O)c1cc(OC)ccc12	6	-4	5	1	1.1	-3	-2	x	-6	5
CCCCCN1C(=O)c2cc(OC)ccc2[C@@]2(C(=O)OCC)Cc3cc(Cl)ccc3[C@@H]12	-4	-6	-5	0	0.6	-1	-2	x	-5	-3
O=C1CC2OCC=C3CN4CCC56c7cc([N+](=O)[O-])ccc7N1C5C2C3CC46 (stereo unspecified)	7	-2	4	-2	1.2	6	0	2	1	3
CCCCn1c(C)c(C(=O)O)c2cc(OC)ccc21	-3	3	-10	1	1.4	1	-3	-2	0	-5
Cc1cc(C)nc(/N=C(\N)c2c(O)[nH]c(=O)[nH]c2=O)n1	-13	1	-1	0	-1.9	7	1	5	2	-4
CC(=O)Nc1cc([As](=O)(O)O)ccc1O	-5	2	-1	-3	-0.3	6	1	0	5	3
Clc1ccccc1CNC1CN2CCC1CC2 (stereo unspecified)	-2	3	-7	-6	0.3	-1	5	7	-8	2
c1ccc(C(c2ccccc2)c2ccncc2)cc1	-11	1	-8	8	-1.9	2	-1	6	-3	-11
Cc1nn(CC(=O)N2CCC3(CC2)OCCO3)c(=O)c2cc3ccccc3n12	-7	-1	-5	1	-1.1	1	2	2	-6	-3
Oc1cc2c(cc1CN1CCN(c3ccc(F)cc3)CC1)OCO2	-6	-2	2	4	0.3	0	4	3	7	1
Cc1ccc(OCC(=O)N2CCN(Cc3ccc4c(c3)OCO4)CC2)cc1	4	-2	6	0	0.3	5	0	-8	0	0
COc1ccccc1-n1c(-c2ccccc2Br)nc2ccccc2c1=O	13	-2	-2	1	-1.0	-2	-2	-4	-4	-3
COC(=O)[C@@H]1C[C@@]1(C)[C@@H](NP(=O)(c1ccccc1)c1ccccc1)c1ccccc1	-7	8	8	0	-1.6	8	-1	2	1	-6
COc1cccc(NC(=O)[C@@H](NC(=O)N2C[C@H]3C[C@@H](C2)c2cccc(=O)n2C3)C(C)C)c1	1	-3	3	-3	0.1	-1	-1	7	11	9
CCCCCn1cc(C(=O)C(=O)N2CCOCC2)c2ccccc21	-10	2	2	1	-0.5	2	0	-1	1	0
CCOC(=O)C1C(=O)NC23CCCC2C1c1ccccc1O3 (stereo unspecified)	4	0	12	-2	1.5	1	0	9	2	-2
C=CCn1c(O)c(C(CC)=Nc2ccc(C(=O)O)cc2)c(=O)[nH]c1=O	-7	-2	-5	3	-1.3	5	-3	5	4	2
CC(=O)CC(c1ccccc1[N+](=O)[O-])c1c(O)c2ccccc2oc1=O (stereo unspecified)	-2	1	2	-1	-0.8	-3	6	7	3	-2
C=CCn1c(O)c(N=Nc2c(C)n(C)n(-c3ccccc3)c2=O)c(=O)[nH]c1=S	-7	0	2	-4	-4.2	-4	-2	-3	-6	-3
Cc1cc(C)c(-n2c(O)c(/C=N/NC(=O)c3ccncc3)c(=O)[nH]c2=O)c(C)c1	-12	0	-1	3	-2.4	-8	-3	x	-14	-3
CCCCn1c(O)c(C(C)=NC(C)c2ccccc2)c(=O)[nH]c1=O (stereo unspecified)	8	-2	7	3	0.0	-2	0	-8	-1	2
Cn1c(=O)[nH]c2nncnc2c1=O	23	-10	-2	4	0.2	0	-2	3	2	-2
O=C(CN1CCOCC1)c1ccc(Br)cc1	11	1	2	6	-0.8	-2	0	4	1	-11
COC(=O)C1=C(c2ccc(Cl)c(C(F)(F)F)c2)C[C@@H]2CC[C@H]1N2C(=O)N1CCCC1	-1	4	-1	2	1.1	-11	3	-10	-7	-3
C(=N\NC1=NCCCCC1)/c1c[nH]c2ccccc12	11	-1	2	1	0.1	-10	-1	6	4	-2
CC12C=CC(=O)C=C1CCC1C2C(=O)CC2(C)C(=O)CCC12 (stereo unspecified)	9	0	-3	2	0.8	-11	-1	-5	1	-1

4 compounds already listed, sorted by number of heavy atoms, rising.
SMILES	TDP2 absorb	UHRF1 MBD2 ctr	mABHD4 FP	LEDGF integ inh	PG9 binder	TCR-CD3 inh	PRMT1 inh	HTRA1 inhibitor	SIAE inh	Tn7 DDE FP
Cn1c(=O)[nH]c2nncnc2c1=O	23	-10	-2	4	0.2	0	-2	3	2	-2
O=C(CN1CCOCC1)c1ccc(Br)cc1	11	1	2	6	-0.8	-2	0	4	1	-11
CCOC(=O)C1C(=O)NC23CCCC2C1c1ccccc1O3 (stereo unspecified)	4	0	12	-2	1.5	1	0	9	2	-2
CCCCn1c(O)c(C(C)=NC(C)c2ccccc2)c(=O)[nH]c1=O (stereo unspecified)	8	-2	7	3	0.0	-2	0	-8	-1	2

Remaining list, next part:
SMILES	TDP2 absorb	UHRF1 MBD2 ctr	mABHD4 FP	LEDGF integ inh	PG9 binder	TCR-CD3 inh	PRMT1 inh	HTRA1 inhibitor	SIAE inh	Tn7 DDE FP
CC(NCc1ccc(Cl)cc1)C(O)c1ccccc1 (stereo unspecified)	6	-2	3	1	-1.6	5	2	3	0	-2
CCC1CO/C(=C(\C(Cl)=C(Cl)Cl)[N+](=O)[O-])N1Cc1ccc(Cl)nc1 (stereo unspecified)	-6	3	10	-5	0.1	-2	4	-3	1	-5
CCOC(=O)[C@]12Cc3cc4ccccc4cc3[C@H]1N(Cc1ccccc1)C(=O)c1ccccc12	10	-3	-10	5	0.7	4	-3	x	-12	-2
CCC(C)n1c(O)c(/C=N/NC(=O)c2ccncc2)c(=O)[nH]c1=S (stereo unspecified)	-5	0	14	-5	-1.4	-6	0	-1	-63	-2
COc1cccc(N(C(C)=O)C2=NCCCS2)c1	-23	-1	-5	3	-0.9	3	-2	4	-4	-7
O=C(c1ccc(F)cc1Cl)N1CCC2(CC1)OCCO2	23	-3	-4	4	-0.9	4	-2	-2	1	5
CCOC(=O)N(CC)c1ccc(C(O)(C(=O)OCC)C(F)(F)F)cc1 (stereo unspecified)	-10	0	-4	1	-2.6	5	0	4	5	4
CCOC(=O)C1(c2ccccc2)CCN(Cc2cccc(C(=O)O)c2)CC1	-10	3	-6	-4	0.5	7	1	8	-3	-1
CCc1c(C)nc(N)nc1N1N=C1SCCOc1ccccc1	2	2	3	0	-1.8	-1	-1	1	-1	-7
O=C1NC(=O)C2(Cc3ccccc3N3CCCC32)C(=O)N1Cc1ccccc1 (stereo unspecified)	6	-4	3	-2	0.5	-2	1	7	5	5
COc1ccc(N=Cc2c(O)n(-c3ccc(C)cc3)c(=O)[nH]c2=O)cc1	-6	0	-2	-12	0.3	0	3	x	2	2
Cc1cc(S(N)(=O)=O)ccc1N=Cc1c(O)n(-c2ccccc2)c(=O)[nH]c1=O	-5	2	3	-1	2.9	-1	2	4	5	1
CNS(=O)(=O)c1ccc(N=Cc2c(O)n(-c3cccc(C)c3)c(=O)[nH]c2=O)cc1	3	-1	-2	4	-2.2	-2	0	-2	0	-1
CCCNC(=O)N1[C@H]2CC[C@@H]1C(C(=O)OC)=C(c1cc3ccccc3o1)C2	-4	0	0	-1	-0.8	-4	2	2	-4	-9
Cc1ccc(S(=O)(=O)Cc2ccc(C(=O)N3CCC4(CC3)OCCO4)o2)cc1	-3	11	-1	10	0.4	-5	15	1	7	9
COc1ccc(CCN(C)Cc2c(F)cccc2F)cc1OC	6	1	1	-3	0.9	-1	1	-1	11	3
COCC(=O)N1Cc2ccccc2-n2nncc2C1	3	-2	7	-3	-1.1	0	2	5	5	0
CC(=O)c1c(O)n(C)c(=S)n(-c2ccccc2)c1=O	-6	3	9	-2	1.5	1	0	3	-1	-4
CN1CCC(C)(O)C2CCCCC21 (stereo unspecified)	6	-1	1	2	0.1	3	0	3	0	-6
C=CCn1c(O)c(C(CC)=NC2CC2)c(=O)[nH]c1=O	1	0	4	6	0.4	2	-3	-3	5	-4
CN(CC(=O)Nc1ccccc1-c1ccccc1)C1CCCCC1	1	1	-4	3	1.6	0	-1	-30	0	0
COc1ccc(C(=O)C2CCCN(CC3CCCCC3)C2)cc1OC (stereo unspecified)	0	3	-6	4	-1.8	-12	-2	x	3	-10
CCS(=O)(=O)NC(C)c1nnc2n1-c1ccc(Br)cc1C(c1ccccc1Cl)=NC2 (stereo unspecified)	12	-1	2	-2	0.0	1	3	x	2	-11
COc1cccc(NC2=NCCS2)c1	-1	2	-2	-2	0.2	-6	4	x	1	-2
CCOC(=O)[C@]12Cc3c(cc(OC)c(OC)c3OC)[C@H]1N(C)C(=O)c1cc(OC)ccc12	8	1	4	-2	0.0	3	2	x	1	15*
CN1CCN(c2ccc(Cl)cc2N)CC1	10	0	4	4	-1.4	-4	1	-9	-4	-1
CN(C(=O)c1ccc(Cl)nc1)C1(c2ccccc2Cl)CCCCC1=O (stereo unspecified)	-6	-1	4	-8	-1.9	-1	-1	2	0	3
C=C1[C@H]2C[C@H]3[C@H]4N5C[C@]6(C)CCC[C@]47[C@H]([C@H]2O)[C@]3(C[C@]5(O)[C@H]67)[C@@H]1O	-4	-2	1	0	0.6	6	-2	-7	0	3
Cc1ccc(N)cc1Cl	-6	0	-1	2	-2.9	7	-3	6	3	-5
CC/C(=N\NC(=O)c1ccccc1O)c1c(O)n(C2CCCCC2)c(=O)[nH]c1=O	-9	-3	17	-5	-3.2	18	-1	36	-7	-8
CCOP(=O)(Nc1ccc2c(c1)C(=NNC(N)=S)c1ccccc1-2)OCC	6	-1	3	-2	-3.8	5	6	-14	7	0
C=CCn1c(O)c(C(C)=NCCO)c(=O)[nH]c1=O	0	-3	2	-2	-0.6	9	-4	2	10	1
C[n+]1c(-c2ccccc2)cc(-c2ccc(Cl)cc2)cc1-c1ccccc1	6	2	-2	2	-1.3	6	0	6	6	-2
C1=C(c2c[nH]c3ccccc23)CCNC1	3	-1	6	1	-1.3	1	2	x	4	6
COCCNC(=O)CN1C(=O)CN=C(c2ccccc2)c2ccccc21	1	7	9	-7	1.0	-3	1	12	2	-3

Screening data deposited in PubChem by The Scripps Research Institute Molecular Screening Center.

This is a subset, so the mix of outcomes need not match the whole.
